High-throughput results from PubChem BioAssay.
PLCg1 inh – blocks human PLC-gamma1 enzyme activity; purified PLC-gamma1, fluorogenic substrate, fluorescence; AID 720700; 0.84% of 370,000 active; inhibition, % at 12.2 µM; P19174; in the data active = inhibition above about 9.5%
NR1D1 modulator – modulators of human Rev-erb alpha DNA binding | P20393 | Rev-erbα–FITC-DNA binding, fluorescence polarization, 90 min | activity, % at 10 µM | 0.79% of 370,000 active;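 active = activity above about 14%, limit read from the data; passing the limit was not always enough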;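 also: 0% = DMSO wells with 35 nM protein and 100% = DMSO wells with 750 nM protein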
Target sequence (P20393 whole entry, looked up): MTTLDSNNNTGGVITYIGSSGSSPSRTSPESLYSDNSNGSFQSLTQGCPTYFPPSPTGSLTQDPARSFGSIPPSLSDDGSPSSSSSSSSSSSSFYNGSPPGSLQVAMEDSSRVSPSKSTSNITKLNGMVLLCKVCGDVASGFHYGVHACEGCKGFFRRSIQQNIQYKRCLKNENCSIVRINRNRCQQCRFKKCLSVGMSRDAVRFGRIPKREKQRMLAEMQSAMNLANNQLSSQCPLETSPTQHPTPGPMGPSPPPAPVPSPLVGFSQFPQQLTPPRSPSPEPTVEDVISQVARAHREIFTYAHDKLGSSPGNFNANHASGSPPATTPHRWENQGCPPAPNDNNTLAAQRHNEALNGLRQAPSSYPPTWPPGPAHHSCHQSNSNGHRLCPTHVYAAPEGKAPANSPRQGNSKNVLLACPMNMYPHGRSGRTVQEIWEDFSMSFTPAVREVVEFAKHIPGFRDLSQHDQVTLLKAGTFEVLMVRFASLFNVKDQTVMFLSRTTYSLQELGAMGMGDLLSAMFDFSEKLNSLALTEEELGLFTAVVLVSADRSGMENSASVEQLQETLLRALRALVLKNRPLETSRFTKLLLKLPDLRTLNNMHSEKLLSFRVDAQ
DAX1 inh-1 – inhibitors of DAX1 repression of SF-1 activated StAR promoter; HEK293T StAR-luciferase reporter, SF-1/DAX-1 repression relief; inhibition, % at 6.8 µM; 1.1% of 370,000 active; AID 652010;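 active = inhibition above the mean over all tested compounds plus 3 SD, cut at about 3.6% in these data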;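 also: 0% = DAX-1 cells with DMSO and 100% = cells lacking DAX-1 with DMSO; higher inhibition means more luminescence from relief of DAX-1 repression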
ssDAF12 agonist – activators of S. stercoralis DAF-12 nuclear receptor. HEK293 ssDAF-12/GRIP1 lit1-tk-luc reporter, luminescence; % of 3 µM dafachronic acid response. activation, % at 6.8 µM. 1% of 370,000 active;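 active = activation above the mean over all tested compounds plus 3 SD, cut at about 0.9% in these data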;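 also: 0% = DMSO-only wells and 100% = 3 µM delta7-dafachronic acid wells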
PLC-beta3 inh – blocks human PLC-beta3 enzyme activity | Purified PLC-beta3, fluorogenic substrate, fluorescence | inhibition, % at 12.2 µM | 0.18% of 370,000 active | AID 720704; in the data active = inhibition above about 11%;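 also: 0% = median of compound wells on plate and 100% = full blocker control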
SMARCA2 act – activators of SMARCA2 function. activation, % at 9.1 µM. AID 652017. 1% of 370,000 active. MG213 cells, MMTV-luciferase reporter, dexamethasone, overnight; in the data active = activation above about 7.8%;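 also: 0% = vehicle wells and 100% = reference activator wells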
MBD2 inh – blocks human MBD2 binding to methylated DNA; AID 686964; inhibition, % at 4.4 µM; TR-FRET, MBD2 binding to methylated oligonucleotide; 0.31% of 370,000 active; in the data active = inhibition above about 13%
Target sequence (Q9UBB5 whole entry, looked up): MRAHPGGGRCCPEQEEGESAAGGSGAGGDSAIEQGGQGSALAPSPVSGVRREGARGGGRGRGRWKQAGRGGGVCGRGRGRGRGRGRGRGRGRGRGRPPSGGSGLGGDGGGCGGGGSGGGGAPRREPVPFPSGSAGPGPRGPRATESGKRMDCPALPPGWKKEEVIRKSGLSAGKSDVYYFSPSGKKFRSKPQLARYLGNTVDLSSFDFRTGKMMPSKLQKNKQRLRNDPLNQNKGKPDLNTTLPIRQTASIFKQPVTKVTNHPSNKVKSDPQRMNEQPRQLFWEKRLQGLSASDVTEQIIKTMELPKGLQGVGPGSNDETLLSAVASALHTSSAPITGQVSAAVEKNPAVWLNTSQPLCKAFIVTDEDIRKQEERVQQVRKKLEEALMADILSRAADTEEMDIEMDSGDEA
hcDAF-12 act – activates DAF-12 receptor from parasite H. contortus; 1.4% of 370,000 active; HEK293 hcDAF-12 lit1-tk-luc reporter, luminescence; 0% DMSO, 100% Δ7-dafachronic acid; AID 652067; activation, % at 6.8 µM;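 active = activation above the mean of all tested compounds plus 3 SD, cut at about 5.5% in these data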;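 also: 100% = response to 3 µM Δ7-dafachronic acid high control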
ADAM17 inh – ADAM17 inhibition, QFRET primary screen | P78536 | recombinant ADAM17, EDANS/DABCYL FRET peptide cleavage | inhibition, % at 6.95 µM | 0.83% of 370,000 active | AID 720648;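 active = inhibition above the mean of compounds lying between control limits plus 3 SD, set per campaign, cut at about 8.5% in these data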;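 also: 0% = DMSO-only wells as the low control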
hgDAF12 agonist – activates the H. glycines DAF-12 receptor ligand-binding domain; HEK293 GAL4-hgDAF12 UAS-luciferase reporter, agonist luminescence; normalized to butyrate control; activation, % at 6.8 µM; 1.8% of 370,000 active; AID 687014;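 active = activation above a cutoff set at the mean of all screened compounds plus 3 SD, cut at about 10% in these data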;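 also: 0% = DMSO wells and 100% = sodium butyrate wells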
DAX1 inh-2 – inhibitors of human orphan nuclear receptor DAX1 (NR0B1) | P51843 | HEK293 Gal4-DAX1 luciferase reporter, luminescence | inhibition, % at 6.75 µM | 0.99% of 340,000 active | AID 504766;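 active = inhibition above the mean over all tested compounds plus 3 SD, cut at about 4.2% in these data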;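 also: 0% = DAX1-transfected cells with DMSO and 100% = empty-vector control cells with DMSO; inhibition shows as a rise in luminescence from relieved DAX1 repression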
Numbers without * were called inactive; x = no result given; & = joins results of further samples. Random draw from the library; about 7.4% have a hit in one of these screens.

item	mol	PLCg1 inh	NR1D1 modulator	DAX1 inh-1	ssDAF12 agonist	PLC-beta3 inh	SMARCA2 act	MBD2 inh	hcDAF-12 act	ADAM17 inh	hgDAF12 agonist	DAX1 inh-2
1	C[C@@H](C(=O)Nc1ccc2ccccc2c1)[C@H]1C[C@]1(C)[C@H](NS(=O)(=O)c1ccc(-c2ccccc2)cc1)c1ccccc1	-5.6	-0.5	-0.5	-1.4	2.5	-0.6	-4.3	-0.4	4.2	0.4	x
2	O=C1CC[C@@H](C(=O)O)N1	0.1	-1.0&-4.8&4.8	-0.2	-0.7	-0.1	0.5	4.7	-1.9	-5.5	-0.6	1.3
3	O=C(CCc1ccccc1)NCc1ccccc1	-2.1	-6.0	0.3	-0.4	1.7	-1.6	1.8	-0.7	-4.1	-0.9	-1.8
4	O=C(NCc1ccccc1)N[C@@H](Cc1c[nH]c2ccccc12)C(=O)O	-4.2	-6.8	0.4	0.4	-4.8	-0.8	-3.3	2.4	-3.1	3.9	0.6
5	C/C(=N\NC(=O)c1nn(C)cc1Br)c1ccc(NC(=O)c2ccncc2)cc1	-3.1	2.2	0.8	-1.0	-1.8	3.7	-2.5	1.0	-3.1	9.1	1.0
6	CNC(=O)C[C@H]1C(=O)N(c2ccc(OC)cc2)C[C@@H]1CSC	0.6	-1.2	1.2	-0.9	2.7	-1.1	-1.7	-0.9	0.6	0.2	-0.3
7	COc1ccccc1NC(=O)c1ccc(NC(=O)COC(=O)C2(C)CC2(Cl)Cl)cc1 (stereo not drawn)	-11.0	-2.6	-1.2	-2.2	-9.9	-0.4	-5.7	-2.2	6.0	-3.3	-1.8
8	O=C(/C=C/c1ccc2c(c1)OCO2)Nc1nc2ccccc2s1	-21.7	-4.5	-0.3	-2.3	-24.3	0.3	-0.3	-1.9	-5.5	-3.3	-0.9
9	CCOC(=O)[C@H]1[C@H]2COc3ccc(OC)cc3[C@@H]2N2C(=O)CN(Cc3ccccc3)C(=O)[C@@]12C	-2.6	2.9	0.1	-0.7	-7.2	0.9	-4.7	-2.1	-2.8	-0.1	2.2
10	C/C(=N\NC(=O)C1(C)CC1(Br)Br)c1ccc(NC(=O)C2CCC2)cc1 (stereo not drawn)	-1.3	-11.8	0.6	-0.9	3.5	3.1	-5.9	-0.1	5.0	2.1	-1.1
11	CCCC(CCC(=O)Nc1ccc(C(=O)OC)cc1)C(=O)O (stereo not drawn)	1.9	3.1	0.3	-1.1	4.1	1.0	3.6	0.9	-3.6	-1.1	0.0
12	Cc1ccccc1/C=N/NC(=O)c1cccnc1	-2.7	3.3	-0.3	0.4	-5.9	-1.1	2.2	-0.3	0.0	3.1	0.8
13	Cc1cccc(NC(=S)N(Cc2ccc(Br)cc2)Cc2ccc(C(=O)O)cc2)c1	2.3	1.9	-0.6	-1.4	-2.5	-0.8	-5.5	-0.6	0.9	-2.3	3.4
14	O=C(NN=C1CCCCCC1)c1cn(-c2ccccc2)nc1-c1ccccc1	2.5	-3.1	-0.4	-0.6	-6.2	-3.4	-0.4	-4.2	-5.8	0.5	0.8
15	O=C(Nc1cccc2ccccc12)c1csc([C@@H]2O[C@H](CO)[C@@H](O)[C@H]2O)n1	1.6	0.7	-0.7	-0.7	-0.6	-0.2	-6.2	-1.7	-1.2	-2.7	x
16	COc1ccc(C[C@H]2CN3C(=NC[C@H]3Cc3ccccc3)N2CCNC(=O)CCC2CCCCC2)cc1	8.5	-1.9	-0.2	-1.4	5.1	-1.4	-1.7	-0.8	-9.7	-1.9	-0.9
17	CCNc1nc(NC(C)C)nc(Oc2ccc(/C=N/O)cc2)n1	-0.4	4.3	-0.6	0.5	-0.3	2.8	-5.9	5.3	1.2	4.5	0.1
18	CCCCCCSc1cccc(-c2nc3ccc(Cl)cn3c2NCCCC)c1	1.2&-93.7	-1.4&-6.5	-0.3&0.3	-1.3&-0.8	-1.3&-165.4	-0.9&2.3	5.4&4.9	-1.2&1.4	-5.5&-8.2	1.6&4.8	2.0
19	O=C(Nc1ccccc1O)c1cccc(NC(=O)c2ccco2)c1	3.7	0.7	0.1	-1.1	-8.8	-0.4	1.3	-0.8	-1.0	3.2	-0.1
20	O=C(CSc1nc2c(cnn2-c2ccc(F)cc2)c(=O)[nH]1)N1N=C(c2cccs2)CC1c1ccc(F)cc1 (stereo not drawn)	2.9	8.9	0.7	-0.6	-3.1	-3.0	0.9	-1.4	-0.3	1.3	x
21	N#Cc1ccc(-c2nc3ccccc3c(=O)n2O)cc1	-5.7	-0.8	-0.2	-1.3	-12.2	-0.9	-6.0	-1.6	-6.3	-0.4	1.3
22	O=C(OCC(=O)N1CCOCC1)c1ccc(N2CCOCC2)c([N+](=O)[O-])c1	1.1	5.6	1.3	-1.7	3.9	-0.8	-9.5	0.5	2.3	-1.1	-0.7
23	Clc1ccc(OCc2cn3ccccc3n2)c2ncccc12	-5.4	4.4	2.6	-0.5	-4.5	3.2	-0.1	1.1	-7.7	8.9	1.8
24	COc1ccccc1Cc1c(-c2ccc(C#N)cc2)nc2c(C)cc(Br)cn12	-4.5	1.8	-0.5	-1.4	-12.9	-3.4	0.8	1.1	-1.4	-1.1	x
25	Cc1nc2ccccc2n1CC(O)Cn1c(C(F)(F)F)nc2ccccc21 (stereo not drawn)	2.3	2.7	-0.5	-1.7	9.7	-1.0	-3.1	-0.3	2.4	1.2	0.4
26	CCn1c(SCC(=O)Nc2cc(C(C)(C)C)nn2-c2ccccc2)nnc1-c1cccs1	1.6	-1.6	-0.9	-1.8	2.4	-5.2	2.7	-1.9	-1.9	-1.8	-2.4
27	C=CCSc1nnc(C)c(/C=C/Nc2ccc(Cl)cc2)n1	-15.7	6.6	0.9	-1.2	-28.3	3.0	-1.6	-2.0	-2.8	0.7	x
28	COc1ccc(Cc2nc3ccc(C(=O)N(C)C(C)c4nccs4)cc3o2)cc1 (stereo not drawn)	0.5	0.1	0.3	-1.2	-5.3	-2.7	1.1	-2.3	-0.8	1.3	0.5
29	CCOc1ccc(C(=O)OCCN(C)C)cc1	-0.2	-2.8	0.3	-1.0	0.8	-0.2	2.2	-0.8	-3.8	1.2	0.4
30	COc1ccc(N2CCN(C(=O)C(=O)c3cccc([N+](=O)[O-])c3)CC2)cc1	-0.8	0.2	-0.4	-1.5	4.5	-3.0	8.2	-0.1	-4.2	-1.9	x
31	CN(CC1COc2ccccc2O1)C(=O)CSc1nncs1 (stereo not drawn)	1.7	3.2	0.9	-1.1	6.0	-1.5	0.9	-1.0	-1.5	-0.2	1.2
32	Clc1ccc(Sc2cc(Cl)c(-c3ccccc3)nn2)cc1	-1.8	2.2	-0.3	-0.8	-2.3	0.7	-2.6	2.0	-2.0	2.0	-0.6
33	Cc1cn([C@H]2C[C@H](O)[C@@H](/C=C/C(=O)N3CCN(Cc4ccc(F)cc4)CC3)O2)c(=O)[nH]c1=O	-4.0	5.7	-0.1	-0.5	-2.1	-4.5	-1.6	-1.5	-1.6	0.4	x
34	Cc1ccccc1CN1CCN(CC(=O)NCc2ccco2)C1=O	-2.1	-2.2	-0.4	-0.6	-2.6	0.9	-1.1	0.1	-4.4	0.3	0.7
35	COc1ccc(CN(Cc2cccn2C)S(=O)(=O)c2ccc(F)cc2)cc1	4.0	2.7	-0.1	-0.2	-4.0	-5.0	6.1	0.5	2.4	-3.0	1.8
36	CC1=C(C(=O)Nc2ccc(C(=O)NCCCN3CCCCC3)cc2)SCCO1	2.4	1.7	-0.4	-1.2	-8.9	-2.2	4.6	-0.1	-4.5	-0.9	1.1
37	NC(=O)Nc1ccc(C(=O)OCC(=O)NC2CCCCC2)cc1	0.3	0.2	0.3	-1.3	3.0	-0.5	-5.5	-2.0	-3.5	-3.2	-0.1
38	C=CCn1c(SCC(=O)N(C)c2c(N)n(Cc3ccccc3)c(=O)[nH]c2=O)nnc1-c1ccccc1OC	-0.3	-0.1	-0.4	-0.5	-4.8	-1.8	-1.0	-1.1	-2.1	-0.7	0.3
39	O=C(CSc1nnc(-c2cccs2)n1-c1ccccc1)NCc1ccco1	-1.9	-4.2	-0.5	-0.5	1.4	-3.5	4.0	-1.2	-3.1	-1.6	-1.5
40	O=C(/C=C/c1ccc(F)cc1)NC(=S)NNC(=O)c1cccnc1	-2.9	-3.1	-0.3	-0.2	-4.1	-1.4	-5.5	0.9	8.6	3.0	-0.7
41	CC(=O)C1=C(C)NC(=O)CC1c1ccccc1Cl (stereo not drawn)	-0.3	-4.6	0.1	-1.0	-0.1	-3.4	3.3	-0.9	-2.7	-2.5	0.0
42	C[C@@H]1ON(C)[C@H]2C[C@H]3c4[nH]c5ccc(-c6ccc7c(c6)OCO7)cc5c4CCN3C[C@@H]12	-34.8	-6.4	-3.3	-1.6	-61.0	-7.0	-1.3	-3.4	-1.7	-1.5	-0.6
43	CCC(=O)c1ccccc1OCCCN1C(=O)NC(C)(C)C1=O	-0.1	-2.5	0.0	-1.8	0.4	0.4	-0.7	-0.8	-3.2	-1.1	0.1
44	CC(OC(=O)c1ccc(-n2cnnn2)cc1)C(=O)N(C)c1ccccc1 (stereo not drawn)	-1.7	2.8	-1.4	-1.0	0.8	-0.9	-0.8	-2.1	-2.3	-1.6	-1.5
45	CCNC(=O)c1cccc(NC(=O)C2CC(=O)N(CCc3ccccc3)C2)c1 (stereo not drawn)	0.4	-1.2	0.4	0.0	-6.6	-1.9	3.4	-0.4	-4.8	0.6	-0.1
46	O=C(c1ccccc1)N1CCCCC(S(=O)(=O)c2ccccc2)C1=O (stereo not drawn)	1.2	1.3	0.5	-1.6	4.4	-0.1	-0.5	0.6	-2.5	-2.7	-0.9
47	Cc1cccc(NC(=O)c2nc[nH]c2C(=O)N2CCc3ccccc3C2)c1	4.3	2.8	0.2	-1.3	6.3	-0.4	-1.1	0.4	3.5	1.0	-0.2
48	CC(OC(=O)C1CCN(S(=O)(=O)c2ccc3c(c2)OCCO3)CC1)C(=O)N(C)c1ccccc1 (stereo not drawn)	-1.5	-5.7	-2.2	-1.8	-1.3	-3.5	4.8	-2.5	2.3	-2.9	-1.1
49	C[C@H](CO)N1C[C@H](C)[C@H](CN(C)C(=O)CCC(F)(F)F)OCc2cnnn2CCCC1=O	0.8	2.3	0.0	-0.9	1.1	-3.9	-1.1	-1.0	-3.1	0.8	2.2
50	COc1cc(/C=C2/C(=O)NN(c3cccc(Cl)c3)C2=O)cc(OC)c1O	0.7	-1.7	-0.1	-0.4	-4.6	-1.1	0.6	2.0	2.5	2.6	-1.5

Next compounds.
item	mol	PLCg1 inh	NR1D1 modulator	DAX1 inh-1	ssDAF12 agonist	PLC-beta3 inh	SMARCA2 act	MBD2 inh	hcDAF-12 act	ADAM17 inh	hgDAF12 agonist	DAX1 inh-2
51	COc1ccc(C(=O)N2CCC(O)(c3ccc(F)cc3)CC2)cc1OC	10.2*	-6.6	0.5	-0.3	4.1	-2.0	0.0	-0.7	0.6	-1.2	0.0
52	O=C(O)/C=C/C(=O)NCCC(c1ccccc1)c1ccccc1	2.8	-1.1	0.0	0.0	-0.4	-4.1	-1.6	-0.2	-1.6	-2.7	0.4
53	COc1cc(-n2ccnc2SC)c(Cl)cc1Cl	1.5	1.5	-0.7	-1.5	-4.4	-0.6	-6.2	0.0	-1.1	-3.5	1.8
54	Cc1cc(NCCCN2CCOCC2)n2nc(C)c(-c3ccccc3)c2n1	-115.1	0.9	-0.4	-1.4	-137.0	-1.9	3.8	-1.3	-4.9	0.2	-0.1
